Screening results deposited in PubChem by National Center for Advancing Translational Sciences (NCATS).
KDM5B inhibitor – inhibitors of human KDM5B histone demethylase | KDM5B demethylase, FDH-coupled NADH fluorescence (FDH is formaldehyde dehydrogenase) | 220,000 tested, 2.6% active | AID 1347165 | Potency, µM (doses to about 57.7 µM), for inactives: at the top dose activity change, negative = inhibition, hits mostly inhibitors; active means well fitted inhibition curve with a large enough effect; inconclusive means small, poorly fitted or top-dose-only effect; inactive means no such curve, though single readings can be large or run the other way; further: 0% is about no effect; nearly all actives have a fitted effect of over 70% in size
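Inhibition is measured as reduced NADH fluorescence generation from FDH coupling to formaldehyde release. Truncated KDM5BΔAP at 200 nM final acts on H3K4me3 peptide (12.5 µM in substrate mix) in pH 7.5 HEPES buffer with Tween-20, 30 min, room temperature.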
Starred values were filed as active, the others as inactive; ? = inconclusive; [ ] = dose if it differs, or a comment. Potency means the concentration at half of the fitted maximal effect. Some of the compounds tested; count on the stated rates, not on these rows.

KDM5B inhibitor | mol
11% | CC(=O)c1c(C)[nH]c(C(=O)C(C)OC(=O)c2ccc(F)cc2)c1C (centres undefined)
31%[activator] | O=[N+]([O-])c1ccc(P(=O)(Cc2ccccc2)c2ccccc2O)cc1 (centres undefined)
? | COc1cccc(CC(=O)NC2CCN(c3cc(-c4ccccc4)[nH]n3)C2)c1 (centres undefined)
-9% | CC(C)OC(=O)c1cc(C(=O)O)c(C(=O)OC(C)C)cc1C(=O)O
-15% | O=C(NCCc1ccccc1)C1COc2ccccc2C1 (centres undefined)
10%[86.2 µM] | COCCOc1cc(-c2noc([C@@H]3CCCN3C3CCN(C)CC3)n2)ccn1
24% | CCn1ccc(C(=O)N2CCC(N3C(=O)C(OCC4CC4)C34CCCCC4)CC2)n1 (centres undefined)
4% | COc1ccc(NC(=O)C(=O)NCCc2csc3nc(-c4ccccc4C)nn23)cc1
-2% | COc1ccc(-c2cc(N3CCCC(NC(=O)C4CCCCC4)C3)n[nH]2)cc1 (centres undefined)
5% | Cc1cccc(OCC(=O)Nc2ccc(OCc3cc(=O)n4cc(C)ccc4n3)cc2)c1
11% | CC(C(=O)Nc1ccc2[nH]c(=O)[nH]c2c1)N(C)Cc1ccc(Cl)c(Cl)c1 (centres undefined)
12% | Cc1nc2ccccc2n1CCc1nc2c3ccccc3nc(SCc3ccc(C#N)cc3)n2n1
? | COc1ccc(NC(=O)c2ccc3c(SCC(=O)O)c4c(nc3c2)CCCC4)c(OC)c1
? | COc1ccc(OC)c(NC(=O)COCc2cc(-c3ccc(F)cc3)on2)c1
-18% | O=C(Cn1ccc2c(Cl)cccc21)Nc1ccc2[nH]ccc2c1
64%[activator] | CCOC(=O)c1cc2cc(F)ccc2[nH]1
-22% | CC1=C(C#N)C(c2ccccc2C(F)(F)F)C(C#N)=C(C)N1
-23% | COc1ccc(-c2noc(CN3CCN(c4ccccc4)CC3C)n2)c(OC)c1OC (centres undefined)
17% | C=CC[N+](C)(C)C/C(Cl)=C(\Cl)c1ccccc1
-21% | Cc1ccc(N2CCN(C(=O)c3cc4n(n3)CC(c3ccc(Cl)cc3)OC4)CC2)cc1 (centres undefined)
1% | CCc1c(-c2ccccc2)[n+](=O)c2c(n1[O-])CCC2
27% | CC(C)(C)OC(=O)N/N=C/c1ccc(Cl)c(Cl)c1
14% | COc1ccc(C(=O)C(C)OC(=O)C2CCCN2)cc1 (centres undefined)
22% | C=CCCC(CN1CCOCC1)Oc1nccc(N(C)CC)n1 (centres undefined)
-6% | Cc1noc([C@@H]2CN(C(=O)CC(C)(C)C)C[C@H]2CO)n1
-12% | COc1ccc(COC(=O)c2cc(S(=O)(=O)N3CCCCC3)ccc2N2CCOCC2)cc1
? | Cc1ccc2cc(CCC(=O)O)c(=O)[nH]c2c1
-26% | COc1ccc(Nc2nc3c(S(=O)(=O)c4ccccc4)nnn3c3ccsc23)cc1OC
0% | CS(=O)(=O)N(CCCC(=O)Nc1ccccc1C(=O)NCC1CCCO1)c1ccccc1 (centres undefined)
? | CCc1nc2c(c(-c3ccc(O)cc3)n1)CN(Cc1ccc(C)cc1)CC2
-17% | COCCOC1CCN(C(=O)CCc2c[nH]c3ccccc23)CC1
32%[activator][86.2 µM] | CCNC(=O)N1CC[C@H]2CC(=O)N([C@H](C(N)=O)C(C)C)CC[C@H]2C1
? | COc1ccc(/C=C/c2nc(C#N)c(NCCCn3ccnc3)o2)cc1OC
6% | CC1CN(c2ccc(NC(=S)Nc3ccc(N4CC(C)OC(C)C4)cc3)cc2)CC(C)O1 (centres undefined)
? | CN(C)c1ccc(-c2noc(C3CCN(C(=O)Nc4ccc(Cl)cc4)CC3)n2)cc1
9% | CCOc1ccc(-n2nnc(C(=O)Nc3cccc(C)c3C)c2N)cc1
? | CCOc1ccc(-c2nc3cc(NC(=O)COc4cccc(C)c4)ccc3o2)cc1
9% | CC(=O)N1CCN(Cc2ccc(C(F)(F)F)c(F)c2)CC(O)C1 (centres undefined)
5% | N#Cc1ccc(C(=O)Nc2ccc(Cl)c(-c3nc4ncccc4o3)c2)c(F)c1
10% | O=C(Nc1cccc2c1CCCC2)c1ccccc1

Gathered by group: those above containing a COOH group
KDM5B inhibitor | mol
-9% | CC(C)OC(=O)c1cc(C(=O)O)c(C(=O)OC(C)C)cc1C(=O)O
? | COc1ccc(NC(=O)c2ccc3c(SCC(=O)O)c4c(nc3c2)CCCC4)c(OC)c1
? | Cc1ccc2cc(CCC(=O)O)c(=O)[nH]c2c1

Compounds shown so far that contain an aryl thioether with sulfur outside any ring:
KDM5B inhibitor | mol
12% | Cc1nc2ccccc2n1CCc1nc2c3ccccc3nc(SCc3ccc(C#N)cc3)n2n1
? | COc1ccc(NC(=O)c2ccc3c(SCC(=O)O)c4c(nc3c2)CCCC4)c(OC)c1

Going on with the list:
KDM5B inhibitor | mol
-2% | CN1C(=O)c2ccccc2Sc2ccc(NC(=O)Cc3ccc(Cl)cc3)cc21
28µM* | CCCN1CCCC2(CCN(c3cc(C)c4cccc(OC)c4n3)C2)C1=O (centres undefined)
15% | O=C1CC(Cc2ccc(Cl)cc2)C(=O)N1c1cc(Cl)ccn1 (centres undefined)
-19% | CC(=O)N1CCc2cc(CNS(=O)(=O)c3cccs3)ccc21
-6% | Cc1cccc(-n2c(CNC(=O)c3ccc(S(=O)(=O)N4CCCCC4)cc3)n[nH]c2=S)c1
-25% | CCN(C(=O)CSc1nnc(-c2cc(OC)c(OC)c(OC)c2)o1)c1ccccc1
8% | Cc1c(N(Cc2cccc(Cl)c2)S(C)(=O)=O)c(=O)n(-c2ccccc2)n1C
28µM* | COc1cccc(-c2noc(-c3ccc(NCCCSC)nc3)n2)c1OC
7% | Cc1cc(-n2cccc2C=O)ccc1Br
-11% | CCOC(=O)c1cccc(NC(=O)C2CCCN(c3nnc(C)c4c(C)n(-c5ccccc5)nc34)C2)c1 (centres undefined)
-11%[86.2 µM] | COCCN1C(=O)CO[C@H]2CN(C3CCN(C(C)=O)CC3)C[C@H]21
12% | CCN(CC)S(=O)(=O)Nc1cc(S(=O)(=O)N2CCOCC2)ccc1NCC1CCCO1 (centres undefined)
? | CN(C)C[C@@H]1CN(Cc2ccncc2)C[C@H]1NC(=O)C1CC=CC1
-18% | Cn1c(=O)c2c(nc(NCc3ccc4c(c3)OCO4)n2C)n(C)c1=O
? | Cc1cc(=O)oc2c(C)c(OC(C)C(=O)NCCCN3CCOCC3)ccc12 (centres undefined)
-12%[115 µM] | CN1CCC(C(=O)N2Cc3ccccc3CC3(CCCN(Cc4ccccc4)C3)C2)CC1 (centres undefined)
? | CC1(c2ccccc2)N(Cc2cccnc2)C(=O)OC12CCN(C(=O)C1CCC1)CC2 (centres undefined)
12% | Cc1cn(CCC(=O)Nc2ccccc2N2CCOCC2)c2ccccc12
? | O=C1CN(Cc2ccc(-c3ccccc3)cc2)CCN1c1cc(Cl)ncn1
-7% | O=C(CN1CCCc2ccccc21)N1CCc2ccccc21

An excerpt from the list above, for reference:
KDM5B inhibitor | mol
-2% | CN1C(=O)c2ccccc2Sc2ccc(NC(=O)Cc3ccc(Cl)cc3)cc21
28µM* | CCCN1CCCC2(CCN(c3cc(C)c4cccc(OC)c4n3)C2)C1=O (centres undefined)
15% | O=C1CC(Cc2ccc(Cl)cc2)C(=O)N1c1cc(Cl)ccn1 (centres undefined)
-19% | CC(=O)N1CCc2cc(CNS(=O)(=O)c3cccs3)ccc21
-6% | Cc1cccc(-n2c(CNC(=O)c3ccc(S(=O)(=O)N4CCCCC4)cc3)n[nH]c2=S)c1

Remaining list, next part.
KDM5B inhibitor | mol
13% | Cc1cccc(NC(=O)CSc2nncn2CCc2cccs2)c1C
-10% | Cc1nc(CCNC(=O)CC2C(=O)NCCN2Cc2ccccc2F)sc1C (centres undefined)
-11% | O=C(CSc1nnc(-c2ccc(F)cc2)o1)N1CCCCC1
? | Cc1nc(CSc2ccccc2C(=O)Nc2nc(-c3ccc(C)c(C)c3)cs2)no1
2% | COc1ccc(OCCN2CCN(C3CCS(=O)(=O)C3)CC2)cc1 (centres undefined)
-77% | COc1ccccc1Nc1nc(-c2ccccc2Cl)c2cc(Br)ccc2n1
-12% | CCOc1nc2ccccc2nc1N1CCC(C(=O)NC(C)c2ccccc2)CC1 (centres undefined)
13% | CCOC(=O)c1cnc2c(Cl)c(Cl)ccc2c1NCCO
8% | CS(=O)(=O)N1CCOc2ccc(CCC(=O)NCCc3ccccc3)cc2C1
2% | COc1ccc(CN2CCC[C@H]2c2nc(-c3ccc(-n4ccnc4)nc3)no2)c(OC)c1OC
19% | CCc1nc2ccccc2c(C(=O)OCC(=O)NC2CCCC2)c1C
2%[86.2 µM] | O=C(NC1CCCCC1)N[C@H]1[C@H](O)[C@@H](N2CCN(c3ccccc3)CC2)[C@@H]2OC[C@H]1O2
? | O=C(Nc1ccccc1F)c1oc2ccccc2c1NC(=O)c1c(F)cccc1F
17% | Cn1c(SCc2cc(Cl)c3c(c2)OCCCO3)nnc1-c1ccncc1
-29%[86.2 µM] | CS(=O)(=O)c1ccc(-c2cnc([C@@H]3COCCN3Cc3ccncc3)[nH]2)cc1
4% | O=C(OCCOc1ccccc1)c1cc(S(=O)(=O)N2CCOCC2)ccc1Cl
18% | CCN1CCN(c2cc(C)c3cc(NC(=O)/C=C/c4ccc(OCCC(C)C)cc4)ccc3n2)CC1
20% | NC(N)=N/N=C/c1ccc(Cl)c(Cl)c1
22% | C[C@]1(CO)C2CC[C@@H](O)[C@@H](CC(=O)N3CC[C@@H](O)C3)[C@]2(C)CC[C@H]1OC(=O)Nc1ccc(Cl)c(Cl)c1 (some centres undefined)
9% | CCN1CCCc2cc(CN(CCN3CCOCC3)C(=S)Nc3ccccc3C)ccc21
28µM* | O=C(NCc1ccc(F)cc1F)c1cc2n(n1)CC(c1ccc3c(c1)OCO3)OC2 (centres undefined)
18% | CC1CCC2(CC1)NC(=O)N(CC(=O)N(C)C1CCCCC1)C2=O (centres undefined)
-3% | COc1ccc(CN2C(=O)O[C@@H]3CN(c4ccnc(SC)n4)C[C@@H]32)cc1OC
32µM* | Cc1ccc(-c2ccc3nnc(CNC(=O)c4cccc(C(F)(F)F)c4)n3n2)cc1
-19% | O=C(NC1CCCCCCC1)C1CCCN(C2CCN(Cc3ccncc3)CC2)C1 (centres undefined)
-9% | CCOCCOC(=O)COc1ccc2c(=O)c(Oc3ccc(OC)cc3)c(C(F)(F)F)oc2c1
18% | Cc1cc2c(cc1S(=O)(=O)N1CCC(C(=O)N3CCCCC3)CC1)OC(C)C(=O)N2 (centres undefined)
16% | O=C(COc1ccc(Br)cc1F)OCC(=O)N1CCNC1=O
16% | O=C(CC1CCOC2(CCN(Cc3cccs3)CC2)C1)N1CCOCC1 (centres undefined)
-8% | O=C(CCCc1cccs1)N(Cc1ccc(F)cc1)C1CC1
? | COc1ccc(CC(=O)Nc2ccc(-c3nc4ccccc4s3)c(C)c2)cc1OC
2% | CCc1ccc(C(=O)C2CC(=O)Nc3c2c(C)nn3-c2ccc(F)cc2F)s1 (centres undefined)
? | O=C(Cc1cccs1)NC1CC(=O)N(c2ccc(F)cc2)C1 (centres undefined)
? | N#Cc1ccc2nc([C@H]3CCN(Cc4ccccc4)C3)[nH]c2c1
-21% | CCC1CCCCN1C(=O)CSc1nc2cc(S(=O)(=O)Nc3ccc(OC)cc3)ccc2o1 (centres undefined)
8% | CCc1sc(NC(=O)Cn2nc3c(cc2=O)CCCC3)nc1C(=O)OC
4% | COc1cccc(C(=O)NCC(c2ccc3c(c2)OCO3)N2CCN(C)CC2)c1 (centres undefined)
10% | CN1C(=O)C2(CCN(C(=O)c3cccc(Br)c3)C2)c2ccccc21 (centres undefined)
? | Cc1noc2c(-c3cccnc3N3CC(O)C3)cc(-c3ccccc3)nc12
17% | COc1ccccc1N(CCC#N)C(=O)COC(=O)CCC(=O)c1ccc(F)cc1
0% | Cc1ccc(-n2ncc3c(N4CCN(c5ccccc5)CC4)ncnc32)cc1C
? | Cc1ccc(/C=N/NC(=O)Cc2ccc(Cl)cc2)s1
9% | O=C(c1ccc([N+](=O)[O-])cc1)N(Cc1ccco1)c1ccccn1
0% | CCCCn1c(=O)c2oc3ccccc3c2n(Cc2cccc(C)c2)c1=O
21% | O=C(OCC(=O)N1CCc2ccccc21)c1cc(Cl)ccc1[N+](=O)[O-]
-25% | O=C1NCCCCCN(C(=O)c2cccs2)[C@H]2CCCC[C@@H]12
8% | CC(C)c1nn2c(=O)cc(COC(=O)C3CCCCC3)nc2s1
4% | CCOc1ccccc1C1NC(=O)N(CC(=O)Nc2ccc(OC)c(Cl)c2)C2=C1C(=O)OC2 (centres undefined)
5% | CC1(C(=O)NCCc2ccccc2)CCCCC(=O)N1 (centres undefined)
6%[11.5 µM] | O=C(NCc1ccc(F)cc1)C1CCN(c2ncnc3c2nc2n3CCCCC2)CC1
-12% | Cc1cccc(C)c1NC(=O)c1ncoc1-c1ccco1
-2% | Cc1cc(C(=O)N2CCN(C(=O)C(C)C)CC2)c2ccccc2n1
-7% | O=C1[C@@H]2CSC(c3ccc(F)cc3)N2C(=O)N1c1ccc(Cl)cc1 (some centres undefined)

Quoted at random: two compounds from above
KDM5B inhibitor | mol
21% | O=C(OCC(=O)N1CCc2ccccc21)c1cc(Cl)ccc1[N+](=O)[O-]
-7% | O=C1[C@@H]2CSC(c3ccc(F)cc3)N2C(=O)N1c1ccc(Cl)cc1 (some centres undefined)
